Bioassay records: PubChem, Broad Institute
SR-BI DiI inh: inhibitors of SR-BI mediated HDL lipid uptake, primary screen, ldlA[mSR-BI] cells, fluorescence, single point | Scavenger receptor class B member 1 (Mus musculus), Q61009 | actives 0.96% (n = 320,000) | inhibition, % at 12.5 µM | ldlA[mSR-BI] CHO cells, DiI-HDL uptake fluorescence, 3 h;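 active = mean replicate inhibition of at least 70% and a set share of replicates each scoring 70 or more; inconclusive = meets just one of the two criteria; inactive = fails both criteria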;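 note: 0% = median of neutral control wells and 100% = median of positive control wells; values of inactives mirror those of a sister screen read the other way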
Target sequence (Q61009 whole entry, looked up): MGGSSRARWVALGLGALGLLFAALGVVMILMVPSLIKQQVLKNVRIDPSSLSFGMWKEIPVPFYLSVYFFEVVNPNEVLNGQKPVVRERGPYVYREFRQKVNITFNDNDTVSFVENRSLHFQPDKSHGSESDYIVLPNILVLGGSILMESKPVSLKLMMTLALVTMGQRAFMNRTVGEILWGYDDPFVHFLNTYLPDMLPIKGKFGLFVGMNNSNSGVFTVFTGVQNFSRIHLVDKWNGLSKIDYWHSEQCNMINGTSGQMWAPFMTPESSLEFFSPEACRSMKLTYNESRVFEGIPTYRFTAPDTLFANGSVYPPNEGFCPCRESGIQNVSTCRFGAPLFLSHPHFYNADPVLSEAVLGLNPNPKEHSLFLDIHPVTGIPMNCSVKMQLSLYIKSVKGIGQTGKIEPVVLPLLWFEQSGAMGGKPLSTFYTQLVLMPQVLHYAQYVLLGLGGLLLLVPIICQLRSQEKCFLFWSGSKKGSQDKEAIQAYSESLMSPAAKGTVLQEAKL
Rtt109 Vps75: inhibitors of C. albicans Rtt109/Vps75 HAT, primary screen, biochemical, ThioGlo CoA-SH fluorescence, plate reader; purified Rtt109/Vps75, 4 h; inhibition, % at 34.9 µM; Histone acetyltransferase RTT109 (Candida albicans (strain SC5314 / ATCC MYA-2876)), …; actives 0.16% (n = 330,000); AID 540336, 2011;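 active = inhibition of at least 50% in every replicate; inconclusive = best replicate reaches 50% inhibition but some replicates fall short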
Target sequence (Q5AAJ8 whole entry, looked up): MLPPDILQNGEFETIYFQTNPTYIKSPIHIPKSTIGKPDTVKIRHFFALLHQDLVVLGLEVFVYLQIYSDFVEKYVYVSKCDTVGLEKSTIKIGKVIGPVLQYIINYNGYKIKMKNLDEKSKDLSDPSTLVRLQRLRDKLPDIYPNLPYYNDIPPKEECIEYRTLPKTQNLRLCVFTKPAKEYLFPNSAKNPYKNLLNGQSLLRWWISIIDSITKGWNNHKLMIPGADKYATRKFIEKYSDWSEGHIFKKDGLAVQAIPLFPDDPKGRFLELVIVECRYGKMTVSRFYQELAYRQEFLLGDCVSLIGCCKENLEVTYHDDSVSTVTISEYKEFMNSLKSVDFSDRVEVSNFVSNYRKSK
CAL PDZ FP-1: CAL PDZ peptide-binding inhibitors, primary screen, biochemical, fluorescence polarization, Cer-tagged CAL PDZ, HTS. Golgi-associated PDZ and coiled-coil motif-containing protein (Homo sapiens), Q9HD26. purified CAL PDZ, TMR-peptide fluorescence polarization, 1 h. inhibition, % at 20 µM. actives 0.02% (n = 330,000). AID 504414, 2011;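 active = highest replicate inhibition of at least 40%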;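 note: plate controls were DMSO neutral control wells for no effect and unlabeled competitor peptide control wells for full effect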
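material = purified tagged CAL PDZ domain construct (CerCALP) | buffer or medium = sodium phosphate/NaCl buffer pH 7.4 with TCEP, IgG, Thesit | reagent = TMR-labelled reporter peptide T*-PRC34 bound in PDZ groove | incubation = 1 h room-temperature incubation prior to read | measured by = fluorescence polarization (mP) | evaluation = percent inhibition from loss of millipolarization | control set = unlabelled peptide and DMSO controls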
SR-BI uptake up: activators of SR-BI mediated DiI-HDL uptake, primary screen, ldlA[mSR-BI] CHO cells, DiI fluorescence. 3 h; 100 = double the neutral-control signal. activation, % at 12.5 µM. actives 0.096% (n = 320,000). AID 504775, 2011;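 active = mean replicate activation of at least 60% and every replicate at or above 60%; inconclusive = mean or all-replicate condition met, but not both; inactive = mean below 60% and not all replicates reaching 60%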;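 note: 0% = median plate neutral-control signal and 100% = twice that signal; values of inactives mirror those of a sister screen read the other way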
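system = CHO ldlA[mSR-BI] cells, LDL receptor-null, SR-BI overexpressing | medium = Ham's F12 with 0.5% BSA, HEPES 25 mM, pH 7.4 | probe or stimulus = DiI-HDL 10 µg/mL | compound dosing = single-point compound dose | incubation = compound exposure 3 h, 37 °C | technique = DiI fluorescence, bottom read | read-out = cell-associated DiI fluorescence as measure of HDL uptake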
MITF TRPM1 HTS: activators of MITF-driven TRPM1 promoter reporter, primary screen, cell-based, SK-MEL-5, luciferase, single point | SK-MEL-5 TRPM1-promoter luciferase, 24 h; % of positive control, neutral wells = 0 | activation, % at 12.5 µM | actives 0.75% (n = 300,000) | AID 588334, 2011;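 active = mean activation of at least 80% with every replicate also reaching 80%; inconclusive = mean reaches 80% but some replicate falls short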;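 note: 0% = neutral control wells and 100% = parthenolide positive control wells; values of inactives mirror those of a sister screen read the other way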
NSD2 inh: NSD2 histone methyltransferase inhibitors, primary screen, biochemical, AlphaScreen, single concentration, set 2 | NSD2 peptide methylation, 120 min | Histone-lysine N-methyltransferase NSD2 (Homo sapiens), O96028 | actives 0.54% (n = 310,000) | inhibition, % at 12.5 µM; in the data active = inhibition above about 50%
CAL PDZ FP-2: untagged CAL PDZ binding inhibitors, primary screen, biochemical, fluorescence polarization, HTS; Golgi-associated PDZ and coiled-coil motif-containing protein (Homo sapiens), Q9HD26; purified CAL PDZ, TMR-peptide fluorescence polarization, 1 h; inhibition, % at 24.9 µM; AID 602252, 2012; actives 0.92% (n = 300,000);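 active = mean inhibition of at least 30% with at least half of replicates also reaching 30%; inconclusive = no clear call, values can overlap the other calls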;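 note: 0% = DMSO neutral control and 100% = excess unlabeled competitor peptide PRC23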
PvdQ acylase: P. aeruginosa PvdQ acylase inhibitors, primary screen, biochemical, fluorescence, plate reader and imaging, single point. purified PvdQ acylase. PvdQ acylase [Pseudomonas aeruginosa LESB58]. actives 0.063% (n = 340,000). inhibition, % at 10 µM; in the data active = inhibition above about 30%, passing the limit was not always enough; inconclusive = no clear call, values can overlap the other calls;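 note: 0% = vehicle neutral wells and 100% = reference inhibitor wells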
PfHsp90 set2: growth inhibition of PfHsp90-expressing yeast, primary screen, antimalarial PfHsp90 inhibitor project, S. cerevisiae, BacTiter-Glo luminescence, single point, set 2; BacTiter-Glo ATP, 48 h; yeast lacking PDR1 and PDR3 efflux regulators; inhibition, % at 9.4 µM; actives 0.32% (n = 310,000);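 active = every replicate shows inhibition above about 80%, whatever the replicate mean, limit read from the data; inconclusive = mean inhibition reaches the set limit but some replicate falls short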;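 note: 0% = DMSO neutral controls and 100% = 20 µM radicicol positive controls; yeast relying on Plasmodium falciparum Hsp90 in place of its own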
dFosB act: activators of delta FosB homodimer, primary screen, biochemical, fluorescence polarization, TAMRA-CDK5 oligo, single point; Protein FosB (Mus musculus), P13346; purified delta FosB; percent of positive-control signal above neutral wells; activation, % at 25 µM; actives 0.99% (n = 340,000); AID 493131, 2011;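 active = mean activation above about 17%, with every replicate also reaching it, limit read from the data, passing the limit was not always enough; inconclusive = only one of the two conditions met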;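 note: fluorescence polarization rise as delta FosB binds a TAMRA Cdk5 AP-1 oligo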
The depositor's hits bear a star; ? = inconclusive; nt = not tested or not shown.

SMILES	SR-BI DiI inh	Rtt109 Vps75	CAL PDZ FP-1	SR-BI uptake up	MITF TRPM1 HTS	NSD2 inh	CAL PDZ FP-2	PvdQ acylase	PfHsp90 set2	dFosB act
Cc1ccc(CNC(=O)CCC2CCCN(Cc3c(C)nn(C(C)C)c3C)C2)o1 (stereo unspecified)	-15	3	-2.3	15	8	-1	-3	-3	-3	1
Cc1ccc(C(C)(C)C)cc1S(=O)(=O)NC(=O)c1ccccc1	0	-2	0.4	0	2	1	-4	-11	12	5
Cc1ccc(-c2noc(CNCCCN(C)C)n2)cc1	8	-1	-0.9	-8	1	-3	1	-14	-10	1
COC(=O)c1ccc2c(=O)n(Cc3ccco3)c(SCC(=O)Nc3cc(C)on3)nc2c1	-21	2	-2.0	21	-38	nt	-1	-11	-7	25*
Cc1occc1C(=O)N/N=C/C(Br)=C\c1ccccc1	5	-2	-1.3	-5	nt	0	nt	-4	7	-4
O=C(Cn1cc2c(n1)CCCCC2)Nc1ccccc1Br	nt	-10	-2.6	nt	16	1	-10	-23	2	-7
COCC(=O)NCCNc1nc2ccc(C)cc2cc1C	16	nt	-1.8	-16	1	-4	4	8	4	-8
CC1CCN(S(=O)(=O)c2ccc(NC(=O)[C@@H]3CCCC[C@@H]3C(=O)O)cc2)CC1	nt	1	-2.8	nt	0	-11	-3	-11	6	0
Cc1ccc(NS(=O)(=O)c2ccc3c(c2)NC(=O)CO3)c(C)c1	15	-6	-0.2	-15	-5	0	-6	-11	-2	-7
Cc1cc(OCc2nnc(SC(C)C(=O)O)n2-c2ccccc2)ccc1Cl (stereo unspecified)	8	5	nt	-8	-8	6	-6	-22	2	-8
CC(C)COP(=O)(c1ccc(N(C)C)cc1)C(Nc1ccccc1)c1cccnc1 (stereo unspecified)	-37	-3	-0.7	37	-2	2	-1	-4	-17	-10
N#CC(C(=O)NCCc1ccccc1)c1nc2ccccc2nc1N1CCCCC1 (stereo unspecified)	18	3	-2.2	-18	4	0	-2	3	-5	1
O=C(OCc1ccccc1)/C(=C/c1cccc2ccccc12)NC(=O)c1ccccc1	33	0	0.1	-33	-7	-3	-3	3	12	0
CCCCN(C(=O)c1cccc(S(=O)(=O)N2CC(C)OC(C)C2)c1)c1c(N)n(CC(C)C)c(=O)[nH]c1=O (stereo unspecified)	-3	22	-0.5	3	-2	-1	-3	-7	-3	-5
Cc1cn(CC(=O)NCCc2ccccn2)c(=O)[nH]c1=O	18	9	0.4	-18	3	nt	1	-11	21	-3
CCC(Sc1nc2ccccc2[nH]1)C(=O)Nc1ccc(NC(C)=O)cc1 (stereo unspecified)	2	-12	-0.7	-2	0	-3	1	-12	23	5
COc1cccc(NC(=O)c2cc3ccccc3cc2OC)c1	39	2	-1.7	-39	nt	-2	8	2	-19	-9
COc1ccc(CCNc2nc(-c3cccc(NC(C)=O)c3)cs2)cc1OC	75*	6	-0.1	-75	1	6	57*	-6	-12	-9
C/C(=C\C1CCCCC1)C(NC(=O)c1ccc(C(F)(F)F)cc1)c1ccc(-c2ccccc2)cc1 (stereo unspecified)	2	2	0.3	-2	12	nt	-2	-5	-6	6
O=[N+]([O-])c1ccc(/C=N/Nc2nc(N3CCCCC3)nc(N3CCCCC3)n2)o1	12	4	-0.6	-12	-32	9	nt	-6	nt	-9
NC(=O)c1oc2ccccc2c1NC(=O)c1nc2ccccc2s1	17	-1	-1.4	-17	60	-1	-4	-15	-8	5
Cc1nc2sc(C)c(C)c2c(=O)o1	-16	10	-0.3	16	-13	-1	0	-15	-29	2
COc1cc(OC)c2c(-c3cccc(-c4ccc(O)cc4)c3)cc(=O)oc2c1	28	6	-1.9	-28	-35	nt	-3	5	-26	-5
CCCS/C(N)=N/N=C/c1ccccc1O	-11	-14	-2.1	11	?	-1	-2	-9	13	0
COc1ccc(NC(=O)C(NC(=O)c2ccc(=O)[nH]c2)c2ccccc2)cc1 (stereo unspecified)	-11	10	-1.3	11	5	-2	-1	-14	-12	11
O=C1OCCC1Sc1nnc(-c2ccco2)o1 (stereo unspecified)	-4	2	0.5	4	-2	-1	-1	-12	3	3
Cc1ccc(NC(=O)c2cc(-n3cnnc3)ccc2Cl)c(C)c1	-18	1	-0.2	18	-9	-2	-9	-6	-11	6
O=C(COC(=O)CC1CCCC1)Nc1ccc(Br)cc1F	-10	-1	0.3	10	-10	-4	0	2	-1	-11
COc1ccc(/C=C/C(=O)OCC(=O)NC2CCCC(C)C2C)cc1S(=O)(=O)N1CCOCC1 (stereo unspecified)	16	22	-3.1	-16	-5	-1	-4	-4	10	2
CCOc1ccccc1N1CN(CC)CNC1=S	nt	-4	-0.6	nt	-1	-1	3	6	-14	-2
COC(=O)[C@@H](NC(=O)CCc1nnc(-c2ccsc2)o1)C(C)C	nt	-3	0.1	nt	11	-275	-3	-10	-31	-3
O=C1C=C(O)CC(c2cccs2)C1 (stereo unspecified)	-2	-4	-2.7	2	-3	1	-2	16	7	-3
CCN(CC)CCn1c2c(c(SCC(=O)NCc3ccccc3)nc1=O)CCCC2	-7	2	-1.5	7	0	nt	5	-15	-3	-1
CN1CCN(C(=O)C2CCCN(S(=O)(=O)c3ccc(Cl)cc3)C2)CC1 (stereo unspecified)	-8	-10	-1.9	8	7	1	-4	2	-9	-1
CCOC(=O)C1CCN(c2nc3ccccc3nc2C(C#N)C(=O)OCCOC)CC1 (stereo unspecified)	nt	-8	-2.8	nt	24	-6	-5	-4	-13	-14
CCn1c(C)cc(C(=O)CSc2nnnn2C2CCCC2)c1C	5	0	-0.5	-5	105*	1	nt	-13	-51	-4
COc1ccccc1NC(=O)C1=C(C)Nc2nc3ccccc3n2C1c1cccs1 (stereo unspecified)	10	-5	-0.2	-10	-17	-1	-2	-9	-17	-14
O=C(Nc1cccc(Cl)c1)c1cnccn1	-3	5	-1.2	3	14	-3	6	5	3	-5
CC1(C)c2cc(O)ccc2OC1N1CCOCC1 (stereo unspecified)	-7	0	0.1	7	-4	-3	-2	9	10	-3
CC(C)(CNC(=O)CCNC(=O)c1ccc(Br)cc1)N1CCOCC1	-6	-3	-0.3	6	-2	-3	-1	-10	-19	4
CCn1c2ccccc2c2cc(NC(=O)CNC)ccc21	nt	32	-1.9	nt	10	21	-1	4	2	-7
CCNS(=O)(=O)c1ccc(OC)c(C)c1	-1	nt	-0.7	1	-1	-2	-2	8	8	-7
Cc1cccc(N(CC(=O)N2CCOCC2)S(C)(=O)=O)c1	-6	2	-2.3	6	-10	-1	-4	-14	42	-9
CCCCC(=O)Nc1ccc(C(=O)N2CCN(C)CC2)cc1	-25	-5	-0.2	25	0	0	-3	-1	3	-5
CCOc1c(Nc2cccc(Cl)c2)c(=O)c1=O	nt	3	0.6	nt	nt	0	0	-5	-7	-8
O=C(c1cc(S(=O)(=O)N2CCOCC2)ccc1Cl)N1CCCCC1CO (stereo unspecified)	8	3	-0.2	-8	-1	-1	1	2	8	-1
CC1CCc2c(sc3nc(CN4CCOCC4)nc(NS(=O)(=O)c4cccc([N+](=O)[O-])c4)c23)C1 (stereo unspecified)	-28	-4	-1.1	28	-8	1	1	-11	10	5
O=S(=O)(/N=C(/Nc1ccccc1)c1ccccc1O)c1ccccc1	15	-6	13	-15	-5	-1	-1	0	5	1
CCOC(=O)C1=C(C)NC(=O)NC1c1ccc(-c2ccc(Cl)cc2)o1 (stereo unspecified)	58	-5	-3.4	-58	-9	5	-3	-1	-3	5
CCCCOC1(c2ccccc2)OC(=O)c2ccccc21 (stereo unspecified)	15	-6	0.2	-15	10	-8	0	-17	-5	1
C=C(C)COc1ccc(-c2[nH]ncc2-c2ccc(Br)cc2)c(O)c1	33	7	-1.6	-33	-26	-2	2	-7	6	5
CCC(=O)Nc1ccc(NCc2cccs2)cc1	-1	1	-0.4	1	8	1	0	-16	4	3
CCCCCCc1nc2ccccc2c(=O)n1N	-32	2	nt	32	17	-5	1	2	-8	0
CCOC(=O)CNC(=O)c1c(C)nn(-c2ccccc2)c1Cl	2	18	-3.8	-2	nt	-2	4	3	0	-6
COc1ccc(NC(=O)CN(C)C(=O)c2cc(-c3cccs3)nn2-c2ccccc2)cc1	-1	-2	-2.6	1	4	-2	-3	0	-7	-14
CC1(C)Cc2cccc(OCC(N)=O)c2O1	11	7	-0.4	-11	-2	0	2	-10	nt	5
COc1ccc(C(=O)c2ccc([N+](=O)[O-])cc2Cl)cc1	3	-6	-0.2	-3	12	0	-5	8	-19	-4
COc1ccc(NC(=S)N(CCC(C)C)C(C)c2ccncc2)cc1 (stereo unspecified)	nt	1	-2.0	nt	6	0	-3	-5	25	-3
O=C(Nc1nnc(-c2ccncc2)o1)C1CCCCC1	-1	-4	-2.3	1	-6	-2	1	-7	-4	-4
O=S(=O)(c1ccc(F)c(F)c1)N1CCN(S(=O)(=O)c2cccs2)CC1	-19	-7	-2.4	19	7	-4	-4	-13	-26	7
Cc1ccc2cc(C3CC(c4cccs4)=NN3S(C)(=O)=O)c(Cl)nc2c1 (stereo unspecified)	nt	-4	-3.1	nt	-2	-5	-7	-11	-6	-11
